Source: PubChem BioAssay
OTUD3 block: inhibitors of human OTUD3 deubiquitinase. purified OTUD3, Ub-rhodamine fluorescence, 2 h. inhibition, % at 25 µM. 47,000 compounds, 0.7% hits. AID 1645858, 2021
USP17 inh: inhibitors of human USP17 deubiquitinase; Ubiquitin carboxyl-terminal hydrolase 17-like protein 5 (Homo sapiens), A8MUK1; inhibition, % at 50 µM; AID 1645855, 2021; purified USP17, Ub-rhodamine cleavage fluorescence, 3 h; 47,000 compounds, 6.5% hits
USP30 block: inhibitors of human USP30 deubiquitinase | purified USP30, Ub-rhodamine cleavage fluorescence | inhibition, % at 25 µM | Ubiquitin carboxyl-terminal hydrolase 30 (Homo sapiens), Q70CQ3 | AID 1645860, 2021 | 47,000 compounds, 5.3% hits
UCHL1 inh: inhibitors of human UCHL1 deubiquitinase; purified UCHL1, Ub-rhodamine cleavage fluorescence; inhibition, % at 20 µM; Ubiquitin carboxyl-terminal hydrolase isozyme L1 (Homo sapiens), P09936; 47,000 compounds, 0.2% hits
USP10 inh: inhibitors of human USP10 deubiquitinase; Ubiquitin carboxyl-terminal hydrolase 10 (Homo sapiens), Q14694; inhibition, % at 20 µM; 47,000 compounds, 1.1% hits; purified USP10, Ub-rhodamine fluorescence, 60 min
USP7 inh: inhibitors of human USP7 deubiquitinase. AID 1645854, 2021. inhibition, % at 20 µM. purified USP7, Ub-rhodamine cleavage fluorescence. 47,000 compounds, 0.3% hits. Ubiquitin carboxyl-terminal hydrolase 7 (Homo sapiens), Q93009
USP28 block: inhibitors of human USP28 deubiquitinase | purified USP28, Ub-rhodamine cleavage fluorescence, 30 min | inhibition, % at 25 µM | 47,000 compounds, 3% hits
Target sequence (Q96RU2 whole entry, looked up): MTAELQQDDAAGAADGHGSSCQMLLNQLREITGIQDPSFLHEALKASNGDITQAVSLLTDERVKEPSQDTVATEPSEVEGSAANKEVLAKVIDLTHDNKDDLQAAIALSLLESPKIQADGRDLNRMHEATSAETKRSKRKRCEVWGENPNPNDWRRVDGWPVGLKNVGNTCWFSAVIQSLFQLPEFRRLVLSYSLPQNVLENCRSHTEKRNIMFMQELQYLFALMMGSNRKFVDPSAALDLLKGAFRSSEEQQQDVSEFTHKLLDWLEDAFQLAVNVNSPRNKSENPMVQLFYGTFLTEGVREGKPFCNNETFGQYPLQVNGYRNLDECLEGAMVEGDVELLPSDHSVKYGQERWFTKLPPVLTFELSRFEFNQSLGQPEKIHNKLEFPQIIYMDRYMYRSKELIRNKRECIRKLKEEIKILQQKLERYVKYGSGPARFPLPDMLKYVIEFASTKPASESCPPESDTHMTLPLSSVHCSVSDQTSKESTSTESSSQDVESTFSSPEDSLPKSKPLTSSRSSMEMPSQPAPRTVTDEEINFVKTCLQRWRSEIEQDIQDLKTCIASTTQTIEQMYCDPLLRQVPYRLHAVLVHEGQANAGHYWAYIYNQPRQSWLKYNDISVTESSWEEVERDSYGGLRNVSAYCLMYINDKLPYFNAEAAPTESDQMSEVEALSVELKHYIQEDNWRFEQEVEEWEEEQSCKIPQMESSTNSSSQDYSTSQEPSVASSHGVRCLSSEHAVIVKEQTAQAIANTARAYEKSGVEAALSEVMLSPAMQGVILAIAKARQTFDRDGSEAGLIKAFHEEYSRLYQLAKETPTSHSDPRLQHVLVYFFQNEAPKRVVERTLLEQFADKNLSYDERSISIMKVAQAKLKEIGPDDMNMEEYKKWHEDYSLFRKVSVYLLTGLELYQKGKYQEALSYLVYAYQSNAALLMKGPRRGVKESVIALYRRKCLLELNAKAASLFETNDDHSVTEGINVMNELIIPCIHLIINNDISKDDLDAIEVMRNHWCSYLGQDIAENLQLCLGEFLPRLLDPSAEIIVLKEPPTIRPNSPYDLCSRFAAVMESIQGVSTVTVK
USP8 block: inhibitors of human USP8 deubiquitinase. Ubiquitin carboxyl-terminal hydrolase 8 (Homo sapiens), P40818. purified USP8, Ub-rhodamine cleavage fluorescence, 30 min. inhibition, % at 20 µM. 47,000 compounds, 4.2% hits
An asterisk follows results filed as active; i = inactive; nt = not tested or not shown. No stated cut-off is given here; in the data, active means inhibition above about 30%; inactive means the rest.

SMILES	OTUD3 block	USP17 inh	USP30 block	UCHL1 inh	USP10 inh	USP7 inh	USP28 block	USP8 block
O=C(NCCS(=O)(=O)N1CCN(c2ccccc2)CC1)c1cccc(F)c1	-1	0	-5	0	-2	4	-2	-58
CCCn1c(C(=O)Nc2ccccc2F)cc2c(=O)n(C)c(=O)n(C)c21	3	-2	1	-2	0	0	1	-1
COC(=O)c1c(NCc2ccc3c(c2)OCO3)c2ccc(F)cc2[nH]c1=O	-9	21	-21	-3	-1	-7	-8	-8
O=C(NCCNS(=O)(=O)c1ccc(Cl)c(Cl)c1)c1ccccc1	7	9	11	4	3	1	10	6
CC(=O)N1CCc2cc(S(=O)(=O)NCC(=O)NCc3ccc4c(c3)OCO4)ccc21	1	2	-9	-2	-1	-1	-2	-6
CC(C)N(c1ccccc1)c1ccc(NC(=O)C2CCCO2)cc1 (centres undefined)	10	19	2	2	0	2	10	20
COc1cc(CC(NC(C)=O)C(=O)NC2CCN(c3nc(C)cc(C)c3C#N)CC2)cc(OC)c1 (centres undefined)	0	10	-30	-1	1	3	-3	2
Cc1c(C(=O)NCCCn2ccnc2)oc2c1/C(=N\O)CC(C)(C)C2	12	6	15	2	1	5	6	5
Cc1ccccc1NC(=O)c1ccc(C)c(S(=O)(=O)N2CCOCC2)c1	-7	1	4	-1	0	-5	-3	-5
NC(=O)c1cc(CC2CCCN(C(=O)c3ccccc3)CC2)ncn1 (centres undefined)	-7	-4	-14	-6	-2	-4	-6	-12
O=C(c1cc(=O)nc2sc(N3CCCCCC3)nn12)N1CCCCCC1	2	-17	9	-1	-3	-1	3	-164
COc1ccc(NC(=O)C2CCCN(S(=O)(=O)N3CCC(C)CC3)C2)c(OC)c1 (centres undefined)	-4	3	-12	-3	-3	-5	-5	44*
O=C(NCCCn1ccnc1)Nc1ccc2c(c1)OCO2	2	0	-1	0	0	0	3	0
CCOC(=O)c1cnc(Nc2cc(C(F)(F)F)cc(C(F)(F)F)c2)nc1C(F)(F)F	-7	-1	5	4	16	14	-1	-15
CN(C)c1ccc(C2CC(=O)c3ccccc3N2)cc1 (centres undefined)	-110	-37	-328	-4	-2	-14	-124	-14
COc1cccc(S(=O)(=O)N2CC[C@@H]3[C@H]2C(=O)N(C)[C@@H](C)C(=O)N3C)c1	14	14	19	2	0	6	13	32*
CCOc1ccc(C(=O)CCC(=O)Nc2cccc(S(=O)(=O)Nc3cccc(Cl)c3)c2)cc1	-8	32*	-47	1	33*	6	-3	0
Cc1cccc(N2CCN(C(=O)c3cn(C)c4ccc(S(=O)(=O)N5CCCCCC5)cc4c3=O)CC2C)c1 (centres undefined)	-1	9	7	-3	-6	-7	-1	-12
Cc1nc2cc(N3CCC(C(=O)N4CCN(c5ccccn5)CC4)CC3)cnc2nc1C	-75	-143	-326	-32	-6	-31	-93	-49
O=C(CCC(=O)c1ccc2c(c1)OCCO2)NCc1ccc(Cl)cc1	-1	1	0	4	0	-1	3	-3
Cc1ccccc1NC(=O)c1cnc2c(-c3ccccc3)c(C)nn2c1C	-1	10	nt	-13	-2	-6	nt	-21
COC(=O)C(NC(=O)CCc1nnc2ccc(N3CCC(C)CC3)nn12)C(C)C (centres undefined)	-9	-24	-3	0	-1	-2	-10	0
CN(c1ccccc1)S(=O)(=O)c1ccc(C(=O)Nc2nc(-c3ccccc3)c(-c3ccccc3)s2)cc1	-8	-9	-8	1	2	4	-13	-21
CNc1nc(C2CCCN(C)C2)nc2c1CN(S(=O)(=O)c1c(C)noc1C)CC2 (centres undefined)	-4	-2	-17	2	-3	11	-2	3
CC(=O)NCC(=O)N1C[C@H](OCc2csc(C)n2)[C@H]2COC[C@H]21	15	2	22	2	0	9	8	-50
CC(=O)N(C)CCc1noc(-c2cc3cc(C)ccc3[nH]2)n1	4	3	4	0	-6	2	1	1
COc1ccc(CC(=O)Nc2cccc(-c3cn4cccnc4n3)c2)cc1	-68	31*	-286	-1	-6	0	15	-4
COc1ccc(S(=O)(=O)NCC(c2cccnc2)N2CCOCC2)cc1C (centres undefined)	4	nt	6	-1	-6	7	10	16
Cc1cccc(Nc2nc(Nc3ccc(F)cc3)nc(N3CCOCC3)n2)c1	1	21	9	-1	2	2	0	0
O=C1COc2ccc(C(=O)CSc3nnc(-c4cccc(S(=O)(=O)N5CCOCC5)c4)n3-c3cccc(C(F)(F)F)c3)cc2N1	-8	0	11	0	-4	1	5	3

As entered above:
`Cc1nc2cc(N3CCC(C(=O)N4CCN(c5ccccn5)CC4)CC3)cnc2nc1C` – USP17 inh: -143
`O=C1COc2ccc(C(=O)CSc3nnc(-c4cccc(S(=O)(=O)N5CCOCC5)c4)n3-c3cccc(C(F)(F)F)c3)cc2N1` – USP30 block: 11

(continued)
SMILES	OTUD3 block	USP17 inh	USP30 block	UCHL1 inh	USP10 inh	USP7 inh	USP28 block	USP8 block
N#Cc1cccc(NC(=O)Cn2cccc(-c3nc(-c4ccccc4)no3)c2=O)c1	-94	-165	i	-29	-5	-22	-179	23
Cc1ccc(CN2C[C@H]3C[C@H](C(=O)NCC4CC4)[C@@H](C2)O3)o1	0	-17	-1	-1	1	3	-9	-39
CN(C)c1ccc(S(=O)(=O)N2C[C@@H]3c4nccn4-c4ccccc4[C@@H]3C2)cc1	-10	nt	-26	-8	-4	-12	-6	-2
COc1ccc2cc3c(nc2c1)OC(=O)N(Cc1ccccc1F)C3	1	2	12	-1	3	10	-2	37*
CC(=O)N1Cc2ccccc2CC1C(=O)NC(c1ccccc1)c1ccccc1 (centres undefined)	0	1	-1	1	-3	-5	0	-11
CC(C)NS(=O)(=O)c1ccc(CCC(=O)Nc2ccc(Oc3ccccc3)cc2)cc1	12	10	30	7	14	8	29	13
COc1noc(C2CCN(S(=O)(=O)c3ccc(C)cc3)CC2)c1C	7	3	11	-2	3	0	1	-1
CNC(=O)C1CN(C(=O)Cc2ccc(OC)c(Cl)c2)CC12CCCC2 (centres undefined)	1	0	0	-2	-1	-4	-2	3
O=C(c1cn2cc(Cl)ccc2n1)N1CCC(Cc2ccccc2)CC1	17	21	30*	2	5	-4	20	-2
Cc1ccc(NC(=O)Cc2nc(-c3ccccn3)n[nH]2)cc1C	6	-29	-12	-2	-9	-2	1	-364
Cc1noc(-c2cc(=O)n(CC(=O)Nc3cccc(C)c3C)c3ccccc23)n1	5	15	8	5	2	12	1	2
Cn1cccc1-c1nnc(C2(c3ccc4c(c3)OCO4)CCOCC2)o1	-4	-44	-13	0	-2	0	-5	0
CCn1nnc2c1CCN(C(=O)c1sccc1C)C2COC (centres undefined)	-5	nt	-13	-1	-1	-1	-8	-63
O=C(c1cc(-c2ccc(Cl)cc2)n[nH]1)N1CCN(c2ccc(N3CCOCC3)nn2)CC1	3	2	-1	3	-3	1	14	0
COc1ccnc2c1c(=O)n(CC(=O)NC1CCCCC1)c(=O)n2C	3	12	-21	-3	-5	1	-1	10

Ordered by molecular weight (ascending): some entries from above.
SMILES	OTUD3 block	USP17 inh	USP30 block	UCHL1 inh	USP10 inh	USP7 inh	USP28 block	USP8 block
Cc1ccc(NC(=O)Cc2nc(-c3ccccn3)n[nH]2)cc1C	6	-29	-12	-2	-9	-2	1	-364
COc1ccnc2c1c(=O)n(CC(=O)NC1CCCCC1)c(=O)n2C	3	12	-21	-3	-5	1	-1	10
COc1noc(C2CCN(S(=O)(=O)c3ccc(C)cc3)CC2)c1C	7	3	11	-2	3	0	1	-1
O=C(c1cn2cc(Cl)ccc2n1)N1CCC(Cc2ccccc2)CC1	17	21	30*	2	5	-4	20	-2
CC(=O)N1Cc2ccccc2CC1C(=O)NC(c1ccccc1)c1ccccc1 (centres undefined)	0	1	-1	1	-3	-5	0	-11
N#Cc1cccc(NC(=O)Cn2cccc(-c3nc(-c4ccccc4)no3)c2=O)c1	-94	-165	i	-29	-5	-22	-179	23

The list continues:
SMILES	OTUD3 block	USP17 inh	USP30 block	UCHL1 inh	USP10 inh	USP7 inh	USP28 block	USP8 block
COC(=O)c1ccccc1NC(=O)COC(=O)CCc1ccccc1	23	22	25	6	8	10	26	35*
CC(C)(C)OC(=O)N1CCC[C@H]1C(=O)N1CCC(C(=O)N[C@H](CC(N)=O)C(=O)O)(c2ccccc2)CC1	0	8	4	-1	3	-1	1	3
CCN1CCOCC2(CCCN(C(=O)c3ccn(C)n3)C2)C1 (centres undefined)	10	-9	2	0	2	4	1	-92
CC(C)c1ccc(CN2CCC(c3nnc(-c4cnccn4)o3)CC2)cc1	-4	-19	-25	-3	-5	-5	-12	-10
O=C(Nc1ccccc1)C1Cn2ccnc2C2(CCN(C(=O)Nc3ccc(F)cc3)CC2)O1 (centres undefined)	-9	-12	-13	-3	-6	-2	-12	-14
COc1ccc(CN(C(=O)c2ccc(-c3ccccc3)[nH]2)C(C(=O)NC2CCCC2)c2ccncc2)cc1 (centres undefined)	-19	-9	-51	1	-6	-11	-13	-16
O=C1OC2CC1N(C(=O)c1ccc(OC(F)(F)F)cc1)C2 (centres undefined)	0	-2	-4	-1	0	-5	-6	-19
O=S1(=O)[C@H]2C[C@@H]3CNC[C@@]2(CN1Cc1ccc(Cl)cc1)O3	-1	-3	6	1	4	-3	2	-5
O=C(NC1CCCCCC1)c1nc(-c2ccc3cc[nH]c3c2)no1	-4	-1	1	-1	4	-2	-3	17
Cc1cc(-c2cnc(NCCCN3CCOCC3)nc2[C@@H]2CCCO2)on1	-2	nt	15	-2	1	2	-6	-1
O=c1cc(CNc2cccc(Cl)c2)nc2sccn12	2	9	-29	0	-5	4	1	-81
O=C(Nc1cccc(-c2nc3cnccc3o2)c1)c1cccc(F)c1	0	76*	nt	-4	-4	-2	nt	-10
O=C(CNC(=O)c1cc2c(=O)n3ccccc3nc2s1)c1ccccc1	-38	-34	-214	-5	-2	-34	-75	44*
CC1OC(CC(=O)O)CC23OC12C(=O)c1c(O)cccc1C3=O (centres undefined)	8	63*	-93	11	-14	-48	14	-11
CC(C)n1ncc2[nH]c(-c3ccc(N4CCN(C(=O)N5CCOCC5)CC4)cc3)nc21	11	13	23	4	-1	6	0	9

By substructure: those above containing a cyano group
SMILES	OTUD3 block	USP17 inh	USP30 block	UCHL1 inh	USP10 inh	USP7 inh	USP28 block	USP8 block
COc1cc(CC(NC(C)=O)C(=O)NC2CCN(c3nc(C)cc(C)c3C#N)CC2)cc(OC)c1 (centres undefined)	0	10	-30	-1	1	3	-3	2
N#Cc1cccc(NC(=O)Cn2cccc(-c3nc(-c4ccccc4)no3)c2=O)c1	-94	-165	i	-29	-5	-22	-179	23

(listing goes on)
SMILES	OTUD3 block	USP17 inh	USP30 block	UCHL1 inh	USP10 inh	USP7 inh	USP28 block	USP8 block
COc1cccc(N2C(=O)CN(S(C)(=O)=O)CC2(C)C(=O)NCc2ccc(C)cc2)c1 (centres undefined)	9	15	28	3	-1	1	17	26
N#Cc1ccccc1-c1ccccc1C(=O)NCc1ccccc1	-8	0	-3	0	0	-8	-1	7
Cc1ccc(-c2c3c(=O)n(C)c(=O)n(C)c3cn2Cc2ccc(F)cc2)cc1	2	-5	nt	4	0	-14	nt	1
COc1ccc(NC(=O)[C@@H]2CCCN2C(=O)[C@@H]2Cc3ccccc3CN2)cc1	5	6	17	1	0	1	1	7
COc1ccccc1C(=O)N1CCC2(CC1)N=C(c1ccc(Cl)cc1)C(=O)N2	-10	-14	12	0	1	-97	-11	-25
COCCN1C(=O)c2ccccc2C(C(=O)Nc2cccnc2Cl)C1c1cccs1 (centres undefined)	17	15	25	2	-1	3	16	19
CC1CCN(C(c2ccc(Cl)cc2)c2nnnn2CCc2ccccc2)CC1 (centres undefined)	6	6	8	3	8	4	0	4
Cc1nnc(SCC(=O)Nc2ccc(Cl)c(Cl)c2)c2ccccc12	-3	-17	-13	-5	1	2	-9	4
Cc1ncccc1C(=O)N1CCC(c2nc3ccc(F)cc3cc2C(N)=O)CC1	-5	-2	10	-2	3	-2	-5	-70
CC(=O)Nc1ccc(C(=O)NCc2cccc(C)c2)c(N2CCOCC2)c1	-3	-11	-67	0	0	-2	-11	4
CCN1C[C@H]2COc3ccc(C)cc3[C@H]2N(C(=O)COC)CCC1=O	-2	-4	7	-2	3	2	-3	0
O=C(Nc1cccc(Cl)c1)c1cc(-c2cccnc2)n[nH]1	1	83*	47*	5	47*	8	55*	83*
O=C(NCCc1cccc(F)c1)[C@@H]1Cc2c([nH]c3ccccc23)C2c3ccccc3C(=O)N21 (some centres undefined)	-12	0	-56	-1	-10	-12	-4	1
O=C(COc1ccc(-n2cnnn2)cc1)N1c2ccccc2OCC1c1ccccc1 (centres undefined)	5	11	-2	6	5	-8	6	0
Fc1ccccc1CN1CCC(c2cc(-c3cccc4ccccc34)n[nH]2)CC1	-1	1	-1	7	-2	9	6	10
O=C(c1ccco1)N1CCC(Oc2cc(N3CCCC3)ncn2)C1 (centres undefined)	-3	-5	9	-2	1	0	-12	-2
Cc1cccc(NC(=O)CSc2nnc(N3CCOCC3)c3ccccc23)c1	9	-1	8	3	2	5	7	-32
